# Screening data (PubChem BioAssay)
# LGR2 antag: inhibitors of bursicon-induced LGR2 CRE-luciferase signal, primary screen, cell-based, HEK293, CRE-luciferase reporter, bursicon stimulation | inhibition, % at 9.99 µM | bursicon-stimulated, 4 h | hit rate 0.35% among 380,000;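 active = drop in luminescence signal, shown as inhibition above about 50% in the replicate tests, limit read from the data, passing the limit was not always enough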;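 also: agonist challenge used bursicon conditioned medium at about half maximal strength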
# PGC1a acetyl inh: inhibitors of PGC1a acetylation signal, primary screen, cell-based, U2OS, AlphaScreen, inhibitor mode; inhibition, % at 15.6 µM; AlphaScreen anti-acetyl-lysine; with virally co-expressed GCN5 acetyltransferase; AID 651687, 2012; hit rate 0.17% among 350,000;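 active = every replicate shows inhibition of at least 40%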;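 also: 0% = neutral control wells and 100% = positive control wells; some results beyond the cut were filed as inactive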
# miR122 inh: miR-122 Renilla sensor signal increase in Huh7, primary screen, miR-122 inhibitor project, cell-based, single point, plate reader; hit rate 0.3% among 340,000; activation (reporter increase), % at 12.5 µM; Huh7 miR-122 Renilla luciferase sensor, 48 h; neutral wells = 0, positive control = 100;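 active = mean replicate activation score at least 90 and every replicate individually at or above 90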;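 also: higher luciferase means less miR-122 activity so hits act as miR-122 inhibitors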
# Cneo AK release: Cryptococcus neoformans cell lysis inducers, primary screen, AK release luminescence, single concentration; AID 651654, 2012; C. neoformans lysis, adenylate kinase release luminescence, 4 h; normalised: neutral wells 0, clomiphene wells 100; hit rate 0.2% among 360,000; lysis activity, % at 15 µM;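 active = mean lysis activity across replicates of at least 80%, whatever share of replicates individually reach that level; inactive = mean lysis activity below 80%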
#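 Assay system: C. neoformans cells. Amount: yeast cell density of 5 × 10^6 cells/mL. Technique: AK luminescence. Buffer or medium: YPD. Times: static 4 h at 37 °C with compound, 1 h detection. Dosing: single-point compound dose. Read-out: lysis from increased AK signal.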
# CASP6 VEID inh: human caspase-6 inhibitors, primary screen, biochemical, VEID-R110 fluorescence, single point, set 2. purified caspase-6, Z-VEID-R110 cleavage fluorescence. inhibition, % at 12.5 µM. hit rate 0.53% among 350,000. AID 686996, 2013;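 active = mean inhibition across replicates at least about 35%, with every replicate also reaching that limit, limit read from the data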;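 also: 0% = median of neutral control wells and 100% = no fluorescence left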
# Target sequence (P55212 24-179 limits assumed): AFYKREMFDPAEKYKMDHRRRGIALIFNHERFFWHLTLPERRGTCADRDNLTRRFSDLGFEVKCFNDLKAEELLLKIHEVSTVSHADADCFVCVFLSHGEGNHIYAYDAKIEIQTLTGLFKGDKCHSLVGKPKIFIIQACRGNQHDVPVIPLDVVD
# Target sequence (P55212 194-293 limits assumed): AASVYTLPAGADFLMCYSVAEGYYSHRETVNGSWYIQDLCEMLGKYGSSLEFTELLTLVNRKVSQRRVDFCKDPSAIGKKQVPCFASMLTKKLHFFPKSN
# FN deposition inh: inhibitors of fibronectin matrix deposition, primary screen, AH1F cells, Alexa488-fibronectin fluorescence, plate reader; AH1F fibroblasts, overnight; inhibition, % at 12.6 µM; hit rate 0.086% among 350,000;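 active = mean inhibition across replicates of 30% or more, regardless of how many single replicates reach that level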;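 also: positive control wells lacked labelled fibronectin entirely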
#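 material = AH1F fibroblast monolayer depositing Alexa488-labelled fibronectin into matrix | amount = 10000 AH1F cells/well | buffer or medium = DMEM plus 2% serum, read in PBS | incubation = 1 h cell adhesion before compound, then overnight fibronectin incubation | detection = fluorescence at 485 nm excitation, 525 nm emission | evaluation = percent inhibition as loss of matrix-bound fibronectin fluorescence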
# EWS-Fli block: EWS/Fli-driven NR0B1 reporter inhibitors, primary screen, A673 cells, NR0B1 luciferase, luminescence, MLPCN library; viability-normalised; inhibition, % at 12.6 µM; hit rate 0.67% among 350,000; AID 651661, 2012;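 active = mean inhibition of at least 50% after viability correction, with every replicate also passing that limit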;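 also: firefly luciferase signal divided by Alamar Blue viability fluorescence both relative to DMSO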
# PAX8 inh HTS: inhibitors of PAX8-driven TPO luciferase reporter, primary screen, RMG-I cells, single concentration; SteadyGlo, 24 h; inhibition, % at 12.6 µM; hit rate 1.2% among 360,000; AID 652154, 2013;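 active = mean replicate inhibition at least 60% with every replicate also reaching 60%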;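 also: luciferase light reporting Pax8 driven TPO promoter activity; plate controls were median of neutral control wells for no effect and mitoxantrone controls for full effect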
# Starred values were filed as active, the others as inactive; . = no result given; [ ] = remark or other dose.
SMILES,LGR2 antag,PGC1a acetyl inh,miR122 inh,Cneo AK release,CASP6 VEID inh,FN deposition inh,EWS-Fli block,PAX8 inh HTS
O=C(CCCN1C(=O)S/C(=C\C=C\c2ccccc2)C1=O)Nc1ccc(O)cc1,-24,.,.,-1,3,11,-40,5
N/C(COc1ncn(-c2ccccc2)n1)=N\S(=O)(=O)c1ccc(Cl)cc1Cl,2,3,-16,.,11,-11,4,7
CCCNC(=O)C[C@H]1CC[C@@H]2[C@H](COc3ccc(NC(=O)c4ccc(OC)cc4)cc3C(=O)N2C)O1,-4,1,-12[16.7 µM],-1,.,10,-17,-10
CCS(=O)(=O)N(C)C[C@@H]1N[C@H](CO)[C@@H]1c1ccc(C#CC(C)C)cc1,-4,.,.,.,3,-5,-15,.
CCN(CC(=O)NCc1cccs1)C(=O)c1cccc(S(=O)(=O)N(C)C)c1,4,33,0,1,-1,6,3,5
Cc1ccc(S(=O)(=O)N2CCC(C(=O)NNC(=O)c3ccccc3O)CC2)cc1,-11,11,-7,7,-1,.,-2,23
O=C(OCCC1Oc2cccnc2NC1=O)c1ccc(Cl)cc1 (centres undefined),-2,23,3,-1,3,.,-2,11
CCN(CC(=O)Nc1ccc2c(c1)OCO2)S(=O)(=O)c1ccccc1,-3,-10,2,0,-1,-1,-6,-3
CC(=O)N(CC1CCC1)C[C@H]1N[C@H](CO)[C@@H]1c1ccc(C2=CCCC2)cc1,10,-11,0[16.7 µM],2,.,-14,10,4
C[C@H](CO)N1C[C@H](C)[C@H](CN(C)Cc2ccc(C(F)(F)F)cc2)Oc2ccc(NC(=O)CCCCCC(=O)Nc3ccccc3N)cc2CC1=O,-59,8,-2[16.7 µM],2,1,-20,52*,35
O=C(COC(=O)/C=C/c1cccs1)Nc1ccc(Cl)cc1F,12,.,.,.,-3,10,-1,-8
O=S(=O)(N[C@@H]1CC[C@H](CCn2cc(-c3ccccn3)nn2)O[C@@H]1CO)c1cccc(Cl)c1,0,1,4[16.7 µM],47,-2,0,-6,-6
O=C(c1cccc(S(=O)(=O)N2CCCCC2)c1)N1CCc2ccccc21,16,.,.,.,5,3,-2,9
CC(C)OCCCNC(=O)C1CC(=O)N(CCc2ccc(F)cc2)C1 (centres undefined),3,-4,0,2,0,5,2,-8
O=C(CCCn1cnc([N+](=O)[O-])n1)Nc1cccc2ccccc12,4,-8,-6,-2,6,5,-2,25
Cc1ccc(-c2nc(Nc3cccc(C)c3)sc2CC(=O)O)cc1,-53,.,3,0,0,-1,-84,-167
COc1cc(C=O)cc(Cl)c1OC(=O)N1CCOCC1,14,27,0,1,1,6,-12,-18
COc1ccc(NC(=O)c2ccc3c(c2)S(=O)(=O)N=C2CCCCCN23)cc1S(N)(=O)=O,3,-12,-17,0,7,-2,-1,1
COCCNC(=O)C(=O)N/N=C(\C)CC(=O)Nc1ccc(Cl)cc1Cl,12,.,.,.,-3,13,9,0
C/C=C/c1ccc([C@@H]2[C@@H](CO)N(C(=O)c3cnccn3)C23CN(C(C)=O)C3)cc1,-4,10,.,.,-1,.,7,-4
COc1cccc(NC(=O)N[C@@H]2C=C[C@H](CC(=O)N3CCOCC3)O[C@H]2CO)c1,-75,3,.,-3,-1,6,-14,8
CCOc1ccc(-c2ccc3nnc(SCC(=O)NCC4CCCO4)n3n2)cc1 (centres undefined),-6,4,-5,4,-1,2,-8,1
Cn1c(=O)c(C#N)c(-c2ccc(F)cc2)c2cc(C(=O)c3cc(Cl)cc(Cl)c3O)cnc21,9,4,-12,-2,-2,-6,23,21
Cc1cccc(NC(=O)N(Cc2cc3cc(C)ccc3[nH]c2=O)CC2COCCO2)c1 (centres undefined),12,.,-11,1,19,-3,-1,11
CCN(CC)S(=O)(=O)c1ccc(N2CCCC2)c(NC(=O)c2ccncc2)c1,1,2,-20,2,0,-6,1,-8
# New compounds follow:
SMILES,LGR2 antag,PGC1a acetyl inh,miR122 inh,Cneo AK release,CASP6 VEID inh,FN deposition inh,EWS-Fli block,PAX8 inh HTS
O=[N+]([O-])c1cc(C(F)(F)F)cc([N+](=O)[O-])c1NN=C1CCCCC1,1,7,0,-8,.,-2,.,-3
CCOC(=O)c1c(C)sc2c1N(C(=O)CN(CC)CC)c1cc(Cl)ccc1S2,20,-21,3,3,.,.,.,.
O=C(N[C@H]1CC[C@H](CCNS(=O)(=O)c2ccc(Cl)cc2)O[C@H]1CO)c1cnccn1,19,2,.,1,1,.,-1,13
CCC(C)NC(=O)c1c(-c2cc(Cl)c(OC)c(Cl)c2)noc1C (centres undefined),-12,-5,-1,-1,3,-1,-5,-11
CCC(=O)Nc1ccc2c(c1)C(=O)N(C)[C@@H]1CC[C@H](CC(=O)NCCc3ccccc3)O[C@@H]1CO2,4,-3,1[16.7 µM],5,-1,3,3,-2
C[C@H]1CN([C@@H](C)CO)C(=O)Cc2cc(NC(=O)Cc3ccccc3)ccc2O[C@H]1CN(C)S(=O)(=O)c1ccc(Cl)cc1,10,-2,0[16.7 µM],0,1,-1,4,-2
COc1ccc2c3c([nH]c2c1)[C@H](CO)N(C(=O)c1ccncc1)CC31CN(C(=O)C2CCC2)C1,-8,0,.,.,-1,.,-12,-20
CCCS(=O)(=O)N1CCCC(C(=O)NCCc2ccccc2)C1 (centres undefined),2,4,.,0,0,2,-12,-12
CN1CCN(C(=O)/C=C\C(=O)O)CC1,6,.,.,.,-3,-6,2,30
CCOC(=O)C1CCCN(C(=O)COc2ccccc2O)C1 (centres undefined),.,-4,-5,1,.,-2,.,.
CN1CCN(C2=Cc3ccccc3Sc3cc(F)ccc32)CC1,.,-13,-2,6,.,5,.,28
COc1ccc2c3c([nH]c2c1)[C@H](CO)N(Cc1ccccc1)CC31CCN(C(=O)c2ccccn2)CC1,7,10,.,.,2,.,18,0
O=C(c1ccc2ccccc2c1)C1CCCN(C(=O)CCn2cnnn2)C1 (centres undefined),.,5,3,-2,-4,1,1,13
C[C@H](CO)N1C[C@H](C)[C@@H](CN(C)C(=O)c2ccc3c(c2)OCO3)Oc2cc(-c3cncnc3)ccc2S1(=O)=O,0,-3,-1[16.7 µM],0,-1,9,-10,.
Nc1nc(Cl)cc(NCCc2ccc(O)cc2)n1,-29,.,.,.,2,.,-8,-4
COc1ccc(S(=O)(=O)N(C)C[C@@H]2OCCCC[C@@H](C)Oc3ccc(NC(=O)Nc4ccc5c(c4)OCO5)cc3C(=O)N([C@H](C)CO)C[C@@H]2C)cc1,7,6,3[16.7 µM],-2,3,.,-4,1
CSc1ccccc1OCc1cc(C(=O)N(C)CCn2nc(C)cc2C)no1,-8,-8,3,1,-3,9,-28,-36
Cc1ccc(S(=O)(=O)N2C[C@H]3C(=O)C[C@@H](c4ccc(Cl)cc4)N(S(=O)(=O)c4ccccc4C)[C@H]3C[C@H]2c2ccccc2)cc1,-18,2,4,-2,-3,-1,5,22
CCn1c(CNc2ccc(F)cc2)nnc1SCC#N,2,.,.,.,-1,-8,16,25
O=C(CCc1ccccc1)Nc1ccc(NC(=O)C2CC2)nc1,.,11,7,0,.,-5,.,.
CCOc1ccc(S(=O)(=O)NNC(=S)Nc2ccc(Br)cc2)cc1,-3,4,-5,1,.,-8,.,16
Cc1ccc(Cn2c(=O)oc3ccccc32)cc1,-8,-9,-2,-3,-2,2,0,-20
Cc1ccccc1CS(=O)(=O)Cc1ccc(C(=O)NC2CCCC2)o1,-1,4,20,0,2,-11,5,-2
Cc1ccc(S(=O)(=O)NCCNC(=O)c2ccc(C)nc2)cc1,-5,.,14,3,-31,2,2,-3
Cc1cc(C)c(C)c(C(=O)c2ccccc2C(=O)O)c1C,-17,.,.,.,1,.,4,-9

# As entered above:
# COc1ccc2c3c([nH]c2c1)[C@H](CO)N(Cc1ccccc1)CC31CCN(C(=O)c2ccccn2)CC1 in LGR2 antag is listed with 7
# Cc1ccc(S(=O)(=O)N2C[C@H]3C(=O)C[C@@H](c4ccc(Cl)cc4)N(S(=O)(=O)c4ccccc4C)[C@H]3C[C@H]2c2ccccc2)cc1 in LGR2 antag is listed with -18

# Continuation.
SMILES,LGR2 antag,PGC1a acetyl inh,miR122 inh,Cneo AK release,CASP6 VEID inh,FN deposition inh,EWS-Fli block,PAX8 inh HTS
Cc1cccc(Nc2nc(N)nc(CSc3nccn3C)n2)c1,.,7,-2,-1,.,.,.,-102
CSCCCNC(=S)Nc1ccc(N2CCOCC2)cc1N1CCOCC1,-21,8,-3,2,5,2,5,-3
C[C@H](CO)N1C[C@H](C)[C@H](CN(C)C(=O)Nc2ccc(F)cc2)Oc2c(NS(=O)(=O)c3cccs3)cccc2C1=O,-8,2,0[16.7 µM],-13,4,5,1,16
COc1ccc(NC(=O)N(C)C[C@@H]2Oc3ccc(NC(=O)NC(C)C)cc3CC(=O)N([C@H](C)CO)C[C@H]2C)cc1,-22,6,0[16.7 µM],-6,2,-18,-13,-2
CC(=O)c1csc(CS(=O)(=O)c2ccccn2)n1,.,4,.,.,-1,0,6,3
CCC(=O)Nc1ccc2c(c1)C(=O)N(C)C[C@H](OC)[C@@H](C)CN(C(=O)c1ccccc1F)[C@@H](C)CO2,1,-6,-14[16.7 µM],0,-2,12,-5,-3
O=C(Nc1nccs1)c1cc(-c2ccco2)nc2ccccc12,.,.,.,.,12,-2,16,11
COc1cccc(CNC(=O)[C@@H]2[C@@H](CO)[C@@H]3Cn4c(ccc(-c5cccc(OC)c5)c4=O)[C@@H]3N2C)c1,-3,.,-5[16.7 µM],-4,2,.,5,12
O=C(NCC1CCN(C(=O)C(=O)c2cccs2)CC1)c1ccc2ccccc2c1,2,.,.,.,-2,6,1,11
COc1ccc2nc(Cl)c(C=O)c(N3CCOCC3)c2c1,6,9,-2,-2,1,1,0,-2
CN(C)CCCNC(=O)C[C@@H]1CC[C@@H]2[C@H](COc3ccc(NS(C)(=O)=O)cc3C(=O)N2C)O1,-7,7,-18[16.7 µM],0,-13,-8,-17,-43
Clc1cc(Cl)c(Cl)cc1Cl,23,3,-5,0,-6,.,-1,.
C[C@H](CO)N1C[C@H](C)[C@@H](CN(C)S(=O)(=O)c2ccccc2)Oc2cc(C#Cc3ccncc3)ccc2S1(=O)=O,-7,-10,14[16.7 µM],2,2,.,20,.
O=C1NC(c2cccc3ccccc23)Nc2ccc(Cl)cc21 (centres undefined),-13,-10,39,.,0,-31,38,71*
COc1ccc(S(=O)(=O)N(C)C[C@H]2OCCCC[C@H](C)Oc3ccc(NC(=O)C4CCCCC4)cc3C(=O)N([C@@H](C)CO)C[C@H]2C)cc1,19,-6,5[16.7 µM],0,2,3,4,0
Cc1noc(C)c1NC(=O)Nc1ccc2c(c1)C(=O)N([C@@H](C)CO)C[C@@H](C)[C@H](CN(C)Cc1ccc(-c3ccccc3)cc1)O2,1,1,-8[16.7 µM],1,2,.,3,-4
CC1CC1C(=O)N(C)CC(=O)Nc1ccc(Cl)c(C(F)(F)F)c1 (centres undefined),2,.,.,2,-1,2,-11,-3
CCCCCCCCCCNC(=O)CCn1[nH]c(=O)c2ccccc2c1=O,.,-11,-1,0,.,1,.,20
